High-throughput results deposited in PubChem BioAssay by several laboratories.
HSF1 inh: HSF1 inhibitors in luciferase reporter cells, primary screen, cell-based, NIH3T3, luminescence; activity change, negative = inhibition, % at 7.5 µM (by protocol); hit rate 0.77% among 300,000; AID 2098, 2009; NIH3T3-HGL HSE-luciferase, MG132-induced, luminescence 8 h; stronger effect = lower value;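 active = more than half of replicate wells show activity change below -50%, luminescence cut by over half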;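 note: luciferase reports HSF-1 transcriptional activity via heat shock element; 0% = median of DMSO wells and -100% = zero luminescence signal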
aSyn 5UTR inh: MLPCN primary screen, SNCA 5' untranslated region; alpha-synuclein 5'UTR reporter, inhibitor activity; inhibition, % (tested at 7.5 µM); hit rate 0.82% among 300,000; AID 1813, 2009; in the data active = inhibition above about 60%;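 note: H4 neuroglioblastoma cells stably carrying SNCA 5'UTR luciferase fusion; 0% = DMSO wells and 100% = positive control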
GSK3 alpha inh: blockers of GSK3A enzyme activity – biochemical, luminescence, cell-free homogeneous, HTS, primary screen. Glycogen synthase kinase-3 alpha (Homo sapiens), P49840. GSK-3 alpha kinase, ADP-Glo luminescence, 60 min. inhibition, % at 10 µM. hit rate 0.1% among 320,000. AID 2650, 2010;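 in the data active = inhibition above about 50%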;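 note: GST-tagged GSK-3 alpha with peptide substrate and 25 µM ATP; 0% = DMSO neutral wells and 100% = GW8510 positive control wells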
Target sequence (P49840 whole entry, looked up): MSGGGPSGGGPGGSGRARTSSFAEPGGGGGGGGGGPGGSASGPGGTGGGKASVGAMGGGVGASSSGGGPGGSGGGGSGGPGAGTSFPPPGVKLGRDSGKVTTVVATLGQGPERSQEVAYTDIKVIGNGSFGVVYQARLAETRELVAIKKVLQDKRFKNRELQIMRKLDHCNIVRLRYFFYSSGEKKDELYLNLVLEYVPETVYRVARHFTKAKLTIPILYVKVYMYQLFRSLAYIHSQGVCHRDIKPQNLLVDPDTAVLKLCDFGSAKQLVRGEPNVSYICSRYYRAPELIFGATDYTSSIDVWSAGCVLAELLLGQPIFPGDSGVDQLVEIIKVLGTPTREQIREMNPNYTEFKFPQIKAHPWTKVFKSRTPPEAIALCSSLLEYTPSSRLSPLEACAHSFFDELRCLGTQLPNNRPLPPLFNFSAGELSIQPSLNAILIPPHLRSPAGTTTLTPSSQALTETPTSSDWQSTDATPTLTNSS
AI-2 QS modul: Vibrio harveyi AI-2 quorum sensing modulators, primary screen, JMH597 strain, luminescence/OD600 ratio | Vibrio harveyi JMH597 AI-2 luminescence/OD600 ratio, 9 h; stronger effect = lower value; strain lacks LuxN and CqsS sensors; 0 = neutral-control median | hit rate 0.4% among 300,000 | activity change, % at 7.5 µM; in the data active = activity change below about -75%, passing the limit was not always enough;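 note: luminescence divided by OD600 gain over 9 h not by final OD600 alone; inactives centre near 13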
KLF5 inhibitor: KLF5 expression inhibitors, primary screen, DLD-1 cells, luminescence. DLD-1 KLF5 promoter-luciferase reporter. inhibition, % at 5 µM. hit rate 0.23% among 290,000. AID 1700, 2009;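 active = inhibition above a per-plate limit of that plate's mean compound inhibition plus 3 SD, cut at about 60% in these data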;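 note: 0% = DMSO wells and 100% = LY294002 at 200 µM; higher means less KLF5 promoter-driven luciferase light; inactives centre near -14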
GSK3beta inhib: human GSK3beta kinase inhibitors, primary screen, biochemical, cell-free homogeneous, HTS | Glycogen synthase kinase-3 beta (Homo sapiens), P49841 | GST-GSK3beta kinase, ADP-Glo luminescence, 60 min; stronger effect = lower value | activity score (negative = inhibition), % at 10 µM | hit rate 0.038% among 300,000 | AID 2097, 2009;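 active = more than half of replicate wells score below -50%, meaning over 50% inhibition versus plate controls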;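 note: 0% = median DMSO wells and -100% = median GW8510 positive control wells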
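Assay system: GST-tagged human GSK3beta kinase, cell-free; Input: 1.6 ng GSK3beta; Medium: Tris/MgCl2 kinase buffer; Timing: 60 min enzyme reaction, room temperature; Signal: ADP-Glo luminescence quantifying ADP generated by kinase; Evaluation: score relative to plate controls; Benchmarks: DMSO neutral wells and GW8510 at 20 µM as positive.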
HIF activator: HIF pathway transcriptional activators, primary screen, cell-based, U2OS HRE-luciferase, luminescence; AID 1910, 2009; hit rate 0.32% among 300,000; U2OS HRE-luciferase reporter; normalized: DMSO 0%, desferrioxamine 100%; activation, % at 7.5 µM (by protocol);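 active = mean activation of at least 10% of the iron chelator positive control signal, with at least half of replicates also reaching 10%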
IEC-6 tox: cytotoxicity in IEC-6 intestinal epithelial cells, primary screen, cytotoxicity control for KLF5 inhibitor project, cell-based, luminescence; hit rate 0.78% among 290,000; IEC-6 cytotoxicity, luminescence viability; AID 1825, 2009; inhibition, % at 5 µM; in the data active = inhibition above about 22%;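 note: 0% = plate median of test compound wells and 100% = cytotoxic reference compound wells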
HSP90 refold inh: HSP90 inhibitors, primary screen, cell lysate, luminescence | Heat shock protein HSP 90 (rabbit reticulocyte lysate; luciferase refolding) | hit rate 0.91% among 290,000 | Rabbit reticulocyte lysate, luciferase refolding luminescence, 3 h | inhibition, % at 5.6 µM;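 active = inhibition above the screen-wide mean plus 3 SD, computed separately per campaign, cut at about 16% in these data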;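 note: 0% = DMSO wells and 100% = 60 µM geldanamycin wells; inhibitors lower the luminescence because luciferase stays unfolded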
HSF-1 act: HSF-1 activators, primary screen, NIH3T3-HGL cells, MG132 stress, luminescence, single point | activation, % at 9 µM | hit rate 1.7% among 300,000 | NIH3T3-HGL HSF-1 luciferase reporter, 8 h; 100% = twice DMSO control signal | AID 504408, 2011;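 active = mean replicate activation of at least 50% with a set share of replicates each reaching 50%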;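 note: 0% = median of the neutral control wells and 100% = twice that signal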
Starred values were filed as active, the others as inactive; . = no result given. The order is random. About 4.7% of those tested had a hit in this group.

SMILES | HSF1 inh | aSyn 5UTR inh | GSK3 alpha inh | AI-2 QS modul | KLF5 inhibitor | GSK3beta inhib | HIF activator | IEC-6 tox | HSP90 refold inh | HSF-1 act
CC1(OC(=O)C2CCCC2)C(=O)C=C2C=C(c3ccsc3)OC=C2C1=O (stereo not drawn) | -8 | -1 | 2 | 2 | . | 1 | 0.0 | . | . | -11
COc1ccc(C(CNC(=O)CCNS(=O)(=O)c2ccc(C)cc2)N2CCOCC2)cc1 (stereo not drawn) | -1 | 25 | 0 | 7 | . | -1 | -6.7 | . | . | -1
O=C1C=C(NCc2ccc(Cl)c(Cl)c2)C2(CCCCC2)O1 | 14 | 4 | -2 | 0 | -6 | -2 | -0.6 | 0 | 0 | 38
CC(=O)Nc1ccc(NC(=O)[C@@H](NC(=O)c2ccccc2F)C(C)C)cc1 | -8 | 3 | 0 | -5 | -11 | 0 | 0.6 | -3 | 1 | 6
CC1(NC(=O)c2cccc(S(=O)(=O)N3CCN(c4ccccc4)CC3)c2)CCS(=O)(=O)C1 (stereo not drawn) | 1 | 5 | -2 | 27 | . | -1 | -30 | . | . | -3

A draw from above in order of molecular weight, smallest number first.
SMILES | HSF1 inh | aSyn 5UTR inh | GSK3 alpha inh | AI-2 QS modul | KLF5 inhibitor | GSK3beta inhib | HIF activator | IEC-6 tox | HSP90 refold inh | HSF-1 act
O=C1C=C(NCc2ccc(Cl)c(Cl)c2)C2(CCCCC2)O1 | 14 | 4 | -2 | 0 | -6 | -2 | -0.6 | 0 | 0 | 38
CC1(OC(=O)C2CCCC2)C(=O)C=C2C=C(c3ccsc3)OC=C2C1=O (stereo not drawn) | -8 | -1 | 2 | 2 | . | 1 | 0.0 | . | . | -11
CC(=O)Nc1ccc(NC(=O)[C@@H](NC(=O)c2ccccc2F)C(C)C)cc1 | -8 | 3 | 0 | -5 | -11 | 0 | 0.6 | -3 | 1 | 6
COc1ccc(C(CNC(=O)CCNS(=O)(=O)c2ccc(C)cc2)N2CCOCC2)cc1 (stereo not drawn) | -1 | 25 | 0 | 7 | . | -1 | -6.7 | . | . | -1
CC1(NC(=O)c2cccc(S(=O)(=O)N3CCN(c4ccccc4)CC3)c2)CCS(=O)(=O)C1 (stereo not drawn) | 1 | 5 | -2 | 27 | . | -1 | -30 | . | . | -3
